PrPC TRFRET – cell surface PrPC inhibition, primary TR-FRET screen. TR-FRET read-out. AID 720596. inhibition, % at 13.8 µM. 370,000 compounds, 0.43% hits; in the data active = inhibition above about 24%; note: 0% = median of the test wells and 100% = reference compound wells
CCHF vOTU inh – CCHFV vOTU protease inhibition | AID 651958 | 370,000 compounds, 0.55% hits | Pep-AMC fluorescence | inhibition, % at 11.5 µM; in the data active = inhibition above about 30%; note: 0% = vehicle wells with enzyme and 100% = no enzyme wells
Numbers without * were called inactive. These rows are one share of the data; the hit share may differ from the screen's.

SMILES	PrPC TRFRET	CCHF vOTU inh
C/C(=C/c1[nH]c(N)[n+](CC2CC2)c1Cc1ccccc1)Cn1[nH]c(=O)n(-c2ccccc2)c1=O	-11	7
COC(=O)[C@]12C[C@H](CC(=O)NCc3ccc(C)o3)C(=O)N(Cc3ccc4c(c3)OCO4)C1=C[C@H](C(C)C)O[C@@H]2C1CC1	-2	11
O=c1[nH]c2ccc(S(=O)(=O)N3CCCC3)cc2o1	8	4
Cn1c(=O)[nH]c2c(Br)nccc21	3	2
COC(=O)c1cc(-c2ccc(Cl)s2)c(=O)n2c1CCC2	-10	-46
Cc1ccccc1N1CCN(C2=Nc3ccccc3Sc3ccccc32)CC1	-9	-2
COC(=O)[C@]12C[C@H](CC(=O)NCC34CC5CC(CC(C5)C3)C4)C(=O)N(CCc3ccc(OC)c(OC)c3)C1=C[C@H](C(C)(C)C)O[C@@H]2C	0	21
COC(=O)C1CN(Cc2ccccc2)CCS(=O)(=O)N1Cc1cn(Cc2ccccc2)nn1 (stereo unspecified)	5	-7
COC(=O)c1cc(S(=O)(=O)N2CCN(c3ccccc3C)CC2)cn1C	-2	5
O=S1(=O)c2c(cccc2N2CCSCC2)Oc2ccccc2CN1Cc1cn(Cc2cccc(C(F)(F)F)c2)nn1	-4	2
COc1ccccc1N1CCN(N=Cc2ccccc2Br)CC1	2	10
Cc1ccc(-c2cc(-c3nnc(SCC(=O)Nc4ccc(OCc5ccccc5)cc4)n3N)[nH]n2)cc1	3	-4
CN(CCO)c1cccc2c1S(=O)(=O)N(Cc1cn(Cc3ccccc3C(F)(F)F)nn1)Cc1ccccc1O2	-9	7
O=c1c2cc3cc4c(cc3nc2ncn1CCc1ccccc1)OCO4	-12	-19
CCCCCCN1CCS(=O)(=O)N(Cc2ccc(OC)cc2)C(C(=O)OC)C1 (stereo unspecified)	4	6
COC(=O)c1cc(C(c2ccccc2O)C2CCC(C)(C)O2)n2ccccc12 (stereo unspecified)	-4	-103
O=C(NCc1ccc(Cl)cc1)OCCN1C(=O)CCC12CCC(c1ccccc1)CC2 (stereo unspecified)	0	2
CCN(CC)C(=O)CSc1nnc(-c2cccs2)o1	-3	-6
COC(=O)C12C=C3CC(c4ccc(C(F)(F)F)cc4)=C3C(=O)N1Cc1[nH]c3ccccc3c1C2 (stereo unspecified)	5	10
CC1(c2nnnn2C2CCCCC2)CCCC(=O)N1CCc1ccc(O)cc1 (stereo unspecified)	-7	-9
CC(C)C[C@H]1COc2cc(Br)ccc2S(=O)(=O)N1Cc1cn(Cc2ccc(Cl)cc2)nn1	1	-5
O=C(c1cc(C2CC2)on1)N(C1CCCCC1)C1CCOCC1	-5	4
Cc1cccc(NC(=O)N2CCC(N(C)CCC(C)C)CC2)c1	-4	0
CC[C@H]1OC(=O)[C@H](C)[C@@H](O[C@H]2C[C@@](C)(OC)[C@@H](O)[C@H](C)O2)C(C)[C@@H](O[C@@H]2O[C@H](C)C[C@H](N(C)C)[C@H]2O)[C@](C)(O)C[C@@H](C)CN(C)[C@H](C)[C@@H](O)[C@]1(C)O (stereo partly specified)	-6	-4
COC(=O)C(Cc1ccccc1)NC(=O)C(N)CC(=O)O (stereo unspecified)	8	12
COC(=O)[C@]12C[C@H](CC(=O)N3CCCCC3)C(=O)N(Cc3ccc(Cl)cc3Cl)C1=C[C@H](COCc1ccccc1)O[C@@H]2C	-1	1
CCCC1CCC2(CCC(=O)N2CCSc2ccccc2)CC1 (stereo unspecified)	11	12
Cc1ccc(-c2cc(-c3nnc(SCC(=O)N4c5ccccc5Sc5ccccc54)n3N)[nH]n2)cc1	-8	-4
COc1ccc(CN2C(C(=O)NCC(C)C)CSCCS2(=O)=O)cc1 (stereo unspecified)	8	-3
COC[C@@H]1CCCN1c1ccc2c(c1)O[C@H]1CCN(C1)S2(=O)=O	2	9
Brc1ccc(-c2nn3c(-c4ccccc4)nnc3s2)o1	5	2
COc1ccc(Cn2cc(CN3[C@H](C)COc4cc(Br)ccc4S3(=O)=O)nn2)cc1	-3	0
CN(C)S(=O)(=O)c1cccc(C(=O)N/N=C\c2ccccc2)c1	0	-7
C[C@H](O)[C@@H]1CN2CCc3c([nH]c4cccc(-c5ccccc5)c34)[C@@H]2C[C@@H]1N(C)CC1CCCCC1	-7	-2
CCN(CC)C(=O)CC[C@@H]1CC[C@]2(CCCN(Cc3ccccc3)C2)O1	-8	4
C=CCOC/C=C/C#CCN(Cc1ccc(OC)cc1OC)C(=O)Nc1ccccc1	2	6
CN(CCOC(=O)c1cccs1)C1CN(Cc2cn(Cc3ccccc3Cl)nn2)S(=O)(=O)C1 (stereo unspecified)	-6	5
CC(C)CNS(=O)(=O)/C=C/c1ccccc1CNC(=O)OC(C)(C)C	1	11
Cn1c(=O)oc2cc(S(=O)(=O)N3CCN(CCO)CC3)ccc21	2	-5
CCCCCCCCN1C(=O)[C@@H](CC(=O)NCc2cccc3ccccc23)C[C@@]2(C(=O)OC)C1=C[C@H](COCc1ccccc1)O[C@@H]2C	1	25
CCOC(=O)c1cccc(NC(=O)CN(C)S(=O)(=O)c2ccc(Br)s2)c1	0	3
Cc1ccc(-n2c(SCC(=O)Nc3ccccc3-c3ccccc3)nnc2-c2cnccn2)cc1	0	11
Cc1cc(NS(=O)(=O)c2ccc(NC(=O)Cc3ccc(Cl)c(Cl)c3)cc2)on1	4	26
Cc1cccc(C)c1-n1nnnc1C1(C)Cn2nccc2C(=O)N1Cc1ccc(F)cc1 (stereo unspecified)	7	0
CCOc1ccc(-n2c(SCC(=O)c3ccc4ccccc4c3)nnc2-c2cccc(Cl)c2)cc1	13	27
Cc1ccc(Cn2cc(CN(C)S(=O)(=O)c3ccccc3Br)nn2)cc1	-4	-4
COc1ccc(Cn2c(NC(=O)c3ccccc3)nc(Cc3ccccc3)c2-c2ccccc2)cc1	0	3
CC(C)C[C@@H]1COc2cccc(N3CCSCC3)c2S(=O)(=O)N1C	4	0
CC(CCN1CCC(C(O)(c2ccccc2)c2ccccc2)CC1)Oc1ccc(C#N)c(F)c1 (stereo unspecified)	-20	1
COc1ccc(S[C@]2(C(=O)N(C)C)CC(=O)N[C@@H]2c2ccc(OC)cc2)cc1	-5	-4
O=C(OCCN1CCN(C2CN(Cc3cn(Cc4ccccc4Cl)nn3)S(=O)(=O)C2)CC1)c1cccs1 (stereo unspecified)	-1	-2
CC(C)CN1C(=O)C[C@]2(C(=O)N(C)c3ccc(NS(=O)(=O)c4ccc(F)cc4)cc32)C1c1ccccc1 (stereo partly specified)	-5	3
CCOC(=O)[C@]12CCCCC/C=C\1N(CCc1ccc(Cl)cc1)C(=O)[C@H]2CC(=O)NCCc1ccccc1OC	0	9
O=C(Nc1nc2ncccn2c1-c1ccccc1)c1ccc(F)cc1	2	-8
Cc1ccc2c(c1)-c1c(cnn1CC(=O)NCCc1ccccc1F)CO2	1	0
CCN(CC)C(=O)CC[C@@H]1CC[C@]2(CCCN(C(=O)C(C)(C)C)C2)O1	6	2
COC(=O)[C@]12C[C@H](CC(=O)NCc3ccccc3)C(=O)N(Cc3cccc4ccccc34)C1=C[C@H](COCc1ccccc1)O[C@@H]2C	-1	7
COC(=O)[C@]12C[C@H](CC(=O)NCc3cccs3)C(=O)N(Cc3cccc4ccccc34)C1=C[C@H](C(C)(C)C)O[C@@H]2C	8	15
CC[C@@H](CCCc1ccc(F)cc1)CN(Cc1ccc(OC)cc1)S(=O)(=O)c1ccc(C)cc1	3	2
N#CCC[C@H]1CC[C@]2(CCCN(S(=O)(=O)c3ccccc3)C2)O1	-7	-12
(listing goes on)
SMILES	PrPC TRFRET	CCHF vOTU inh
CC(=O)N1CCN(C(=O)C2CCCN(C(=O)c3ccc4c(c3)NC(=O)CS4)C2)CC1 (stereo unspecified)	-1	-7
COc1ccc(C(C(=O)N(C)C2CCCC2)N(Cc2ccc(F)cc2)C(=O)c2ccc3ccccc3c2)cc1OC (stereo unspecified)	1	9
COc1cc2c(c3oc4cccc(O)c4c(=O)c13)[C@@H]1C=CO[C@@H]1O2	-5	2
CCC(CO)Nc1cccc2c1S(=O)(=O)N(Cc1cn(Cc3ccc(Cl)cc3)nn1)Cc1ccccc1O2 (stereo unspecified)	-4	-2
C=c1[nH]cc(C(C)c2c(C)n(C)c3ccccc23)/c1=C/C (stereo unspecified)	12	10
O=C1CCc2cc(S(=O)(=O)N3CCN(c4ccccc4Cl)CC3)ccc2N1	7	6
C#CCNC(=O)C[C@H]1C[C@@]2(C(=O)OC)C(=C[C@H](COCc3ccccc3)O[C@@H]2C)N(CCCCCCCC)C1=O	-8	15
O=C(OCc1cn(Cc2ccc(F)cc2F)nn1)N1CCCC1	3	9
N#CCC[C@H]1CC[C@]2(CCCN(Cc3cccc4ccccc34)C2)O1	-2	-1
COC(=O)[C@]12CCCCC=C1N(Cc1ccc(OC)cc1)C(=O)[C@@H]2CC(=O)N1CCN(C(=O)c2ccco2)CC1	3	-1
C[C@H](O)[C@@H]1CN2CCc3c([nH]c4c(-c5ccc6c(c5)OCO6)cccc34)[C@@H]2C[C@@H]1N(C)C(=O)c1ccco1	2	-8
CC(=O)N1[C@@H](CO)[C@@H](c2ccc(-c3cccc(F)c3)cc2)[C@@H]1CNCC1CCC1	-6	-3
S=c1[nH]nc(-c2cc(-c3ccccc3)n[nH]2)n1/N=C/c1cccc2ccccc12	-11	17
Cc1cc(C(=O)Nc2ccc(F)cc2)n(-c2ccccc2)n1	-4	-8
CCC(C)c1ccc(NC(=O)CSc2nnc(-c3cccc(C)c3)n2C)cc1 (stereo unspecified)	-2	18
CCn1c(COc2ccc(Cl)cc2)nnc1SCC(=O)Nc1ccccc1-c1ccccc1	10	5
CN(CCCOC(=O)c1occ2ccccc12)C1CN(Cc2cn(Cc3ccccc3Cl)nn2)S(=O)(=O)C1 (stereo unspecified)	-9	5
Cn1c(SC/C=C/c2ccccc2)nnc1-c1cccnc1	7	6
Cc1ccc(OCc2nnc(SCC(=O)c3ccc(-c4ccccc4)cc3)n2Cc2ccco2)cc1	-10	13
O=C(Nc1ccc(Cl)c(Cl)c1)c1cccc2c1-c1ccccc1C2=O	4	0
COc1ccc(S(=O)(=O)NCC(=O)N2CCN(c3ccccn3)CC2)c(OC)c1	-6	-5
O=C(Cn1nc(-c2ccccc2)ccc1=O)NCCc1ccccc1F	-1	1
COC(=O)[C@@]12CCCCC=C1N(CCc1ccc(Cl)cc1)C(=O)[C@H]2CC(=O)NCc1ccc(C)o1	-3	4
O=C(OCc1cn(Cc2ccc(F)c(F)c2)nn1)N1CCOCC1	-1	-4
O=C(C1CCCN1S(=O)(=O)c1cccs1)N1CCc2ccccc2C1 (stereo unspecified)	-4	8
Cc1ccc(-n2c(SCC(=O)c3ccc4ccccc4c3)nnc2-c2cccnc2)cc1	-1	-2
O=C(O)c1ccc(C=Nn2c(-c3ccc(F)cc3)n[nH]c2=S)cc1	-2	3
COCCN(C[C@@H]1[C@H](c2ccccc2)[C@H](CO)N1c1nc(C)c(C)s1)S(=O)(=O)c1ccccc1[N+](=O)[O-]	6	4
Cc1cc(NC(=O)c2ccc(NS(=O)(=O)c3ccccc3F)cc2)no1	-5	-2
Cc1ccc(NC(=S)NNC(=O)c2cnccn2)cc1	-1	0
COc1ccc(-c2nnc(SCC(=O)Nc3cccc4ccccc34)n2Cc2ccco2)cc1	8	12
CCOC(=O)[C@]12CCCC=C1N(Cc1ccc(OC)cc1)C(=O)[C@@H]2CC(=O)N1CCC(c2ccccc2)CC1	7	8
CCCCOc1cccc(C(=O)NCCc2ccccc2-c2ccccc2CCC(=O)NCc2ccccc2)c1	3	0
CC(C)(C)c1ccc(-c2nnc(SCC(=O)Nc3ccc(S(=O)(=O)Nc4nccs4)cc3)n2-c2ccc(Cl)cc2)cc1	1	19
COc1cccc(CNC(=O)Cn2c(-c3ccccc3)cc(C(C)=O)c2C)c1OC	8	6
CC(C)C(=O)N1CC[C@H]2[C@H](CCCN2Cc2ccc(F)cc2)C1	-13	10
Cc1cccc(C)c1NC(=O)C1CCN(c2ncccn2)CC1	-6	-4
CCC(=O)N(C)C[C@@H]1[C@H](c2ccc(C3=CCCCC3)cc2)[C@H](CO)N1C(=O)CC	5	-1
O=C(c1c[nH]c2ccccc12)N1CCC(Oc2cccnc2)CC1	7	2
CCCC(=O)OC12CCCN(C1)/C(=C/c1ccc(C#N)cc1)C2 (stereo unspecified)	-2	-2
COc1ccc(OC)c(S(=O)(=O)N2CCC(C(=O)NCC3COCCO3)CC2)c1 (stereo unspecified)	-1	-3
COc1cc2c(cc1OC)CSC1C(=O)N(C)C(SC2)C(=O)N1C	0	-3
O=C(c1cccc(F)c1F)N1CCCC(c2nc(-c3cccs3)no2)C1 (stereo unspecified)	0	-4
Cc1ccccc1CN1CCCCC(NC(=O)c2ccc(N(C)C)cc2)C1=O (stereo unspecified)	4	4

Grouped by structure: the compounds so far with two or more sulfur atoms (12)
SMILES	PrPC TRFRET	CCHF vOTU inh
O=S1(=O)c2c(cccc2N2CCSCC2)Oc2ccccc2CN1Cc1cn(Cc2cccc(C(F)(F)F)c2)nn1	-4	2
CCN(CC)C(=O)CSc1nnc(-c2cccs2)o1	-3	-6
Cc1ccc(-c2cc(-c3nnc(SCC(=O)N4c5ccccc5Sc5ccccc54)n3N)[nH]n2)cc1	-8	-4
COc1ccc(CN2C(C(=O)NCC(C)C)CSCCS2(=O)=O)cc1 (stereo unspecified)	8	-3
CN(CCOC(=O)c1cccs1)C1CN(Cc2cn(Cc3ccccc3Cl)nn2)S(=O)(=O)C1 (stereo unspecified)	-6	5
CCOC(=O)c1cccc(NC(=O)CN(C)S(=O)(=O)c2ccc(Br)s2)c1	0	3
CC(C)C[C@@H]1COc2cccc(N3CCSCC3)c2S(=O)(=O)N1C	4	0
O=C(OCCN1CCN(C2CN(Cc3cn(Cc4ccccc4Cl)nn3)S(=O)(=O)C2)CC1)c1cccs1 (stereo unspecified)	-1	-2
O=C(C1CCCN1S(=O)(=O)c1cccs1)N1CCc2ccccc2C1 (stereo unspecified)	-4	8
COCCN(C[C@@H]1[C@H](c2ccccc2)[C@H](CO)N1c1nc(C)c(C)s1)S(=O)(=O)c1ccccc1[N+](=O)[O-]	6	4
CC(C)(C)c1ccc(-c2nnc(SCC(=O)Nc3ccc(S(=O)(=O)Nc4nccs4)cc3)n2-c2ccc(Cl)cc2)cc1	1	19
COc1cc2c(cc1OC)CSC1C(=O)N(C)C(SC2)C(=O)N1C	0	-3

Screening results from PubChem.
